HSF1 activator – increases HSF-1 driven luciferase reporter signal; activation, % at 9 µM; NIH3T3-HGL HSF-1 luciferase reporter, MG132, 8 h; 100% = twice DMSO control signal; 300,000 compounds, 1.7% hits; AID 504408;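 active = mean replicate activation of at least 50% with a set share of replicates each reaching 50%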;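 also: 0% = median of the neutral control wells and 100% = twice that signal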
AI-2 QS modul – modulators of Vibrio harveyi AI-2 quorum sensing system | activity change, % at 7.5 µM | AID 2094 | 300,000 compounds, 0.4% hits | Vibrio harveyi JMH597 AI-2 luminescence/OD600 ratio, 9 h; active compounds read low; strain lacks LuxN and CqsS sensors; 0 = neutral-control median; in the data active = activity change below about -75%, passing the limit was not always enough;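 also: luminescence divided by OD600 gain over 9 h not by final OD600 alone; inactives centre near 13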
HSP90 refold inh – inhibitors of HSP90 luciferase refolding in rabbit reticulocyte lysate; 290,000 compounds, 0.91% hits; luciferase refolding luminescence, 3 h; inhibition, % at 5.6 µM; AID 1789;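 active = inhibition above the screen-wide mean plus 3 SD, computed separately per campaign, cut at about 16% in these data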;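 also: 0% = DMSO wells and 100% = 60 µM geldanamycin wells; inhibitors lower the luminescence because luciferase stays unfolded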
aSyn UTR inh – 5' untranslated region of α-synuclein, MLPCN primary screen | alpha-synuclein 5'UTR reporter, inhibitor activity | 300,000 compounds, 0.82% hits | inhibition, % (tested at 7.5 µM); in the data active = inhibition above about 60%;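 also: H4 neuroglioblastoma cells stably carrying SNCA 5'UTR luciferase fusion; 0% = DMSO wells and 100% = positive control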
GSK3 alpha inh – inhibitors of human GSK-3 alpha kinase. ADP-Glo luminescence, 60 min. 320,000 compounds, 0.1% hits. AID 2650. P49840. inhibition, % at 10 µM;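 in the data active = inhibition above about 50%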;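 also: GST-tagged GSK-3 alpha with peptide substrate and 25 µM ATP; 0% = DMSO neutral wells and 100% = GW8510 positive control wells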
Target sequence (P49840 whole entry, looked up): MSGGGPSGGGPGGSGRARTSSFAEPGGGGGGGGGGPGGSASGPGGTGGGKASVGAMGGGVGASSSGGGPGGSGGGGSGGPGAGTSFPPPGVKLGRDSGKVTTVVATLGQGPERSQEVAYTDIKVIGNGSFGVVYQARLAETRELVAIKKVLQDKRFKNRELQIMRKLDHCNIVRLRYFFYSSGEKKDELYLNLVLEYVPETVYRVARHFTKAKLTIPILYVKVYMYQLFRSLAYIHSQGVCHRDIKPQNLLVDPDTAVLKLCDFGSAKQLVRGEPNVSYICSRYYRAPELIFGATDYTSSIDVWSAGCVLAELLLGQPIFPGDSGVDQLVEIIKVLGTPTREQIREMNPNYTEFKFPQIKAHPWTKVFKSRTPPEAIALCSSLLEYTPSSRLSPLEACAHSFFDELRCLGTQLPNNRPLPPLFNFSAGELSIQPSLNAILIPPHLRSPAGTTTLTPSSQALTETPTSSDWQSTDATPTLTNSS
IEC-6 tox – counter-screen for KLF5 inhibitors: cytotoxicity in IEC-6 cells. 290,000 compounds, 0.78% hits. AID 1825. inhibition, % at 5 µM. IEC-6 cytotoxicity, luminescence viability; in the data active = inhibition above about 22%;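 also: 0% = plate median of test compound wells and 100% = cytotoxic reference compound wells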
PolyA inh – inhibitors of polyadenylation in S. cerevisiae | S. cerevisiae SKY197-pL101 polyadenylation reporter, beta-gal luminescence; efflux-impaired pdr1/pdr3 knockout yeast; score 100 = 6 SD above DMSO | calls only at 12 µM | 300,000 compounds, 0.02% hits | AID 1875;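 active = lowest replicate activity score at least 50, where 100 means six control SD above control mean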;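 also: yeast exposed to compound for 9 h at 30 °C; higher score means more reporter readthrough which indicates perturbed polyadenylation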
HSF1 inh – HSF1 inhibition. NIH3T3-HGL HSE-luciferase, MG132-induced, luminescence 8 h; active compounds read low. activity change, negative = inhibition, % at 7.5 µM (by protocol). 300,000 compounds, 0.77% hits;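 active = more than half of replicate wells show activity change below -50%, luminescence cut by over half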;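 also: luciferase reports HSF-1 transcriptional activity via heat shock element; 0% = median of DMSO wells and -100% = zero luminescence signal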
GSK3beta inhib – blocks human GSK3beta kinase activity; AID 2097; 300,000 compounds, 0.038% hits; activity score (negative = inhibition), % at 10 µM; GST-GSK3beta kinase, ADP-Glo luminescence, 60 min; active compounds read low;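 active = more than half of replicate wells score below -50%, meaning over 50% inhibition versus plate controls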;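 also: 0% = median DMSO wells and -100% = median GW8510 positive control wells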
Target sequence (P49841 whole entry, looked up): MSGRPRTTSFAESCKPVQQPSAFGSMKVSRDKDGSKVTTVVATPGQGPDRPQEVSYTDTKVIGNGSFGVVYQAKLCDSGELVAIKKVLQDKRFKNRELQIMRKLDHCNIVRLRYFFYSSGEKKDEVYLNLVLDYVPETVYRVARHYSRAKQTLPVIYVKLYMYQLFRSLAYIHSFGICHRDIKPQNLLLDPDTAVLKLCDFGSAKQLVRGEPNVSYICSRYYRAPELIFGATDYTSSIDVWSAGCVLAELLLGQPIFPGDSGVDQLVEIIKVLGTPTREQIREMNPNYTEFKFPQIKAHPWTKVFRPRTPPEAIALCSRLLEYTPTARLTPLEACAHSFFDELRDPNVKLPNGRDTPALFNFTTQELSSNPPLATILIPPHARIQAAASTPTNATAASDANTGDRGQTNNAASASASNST
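Test system – GST-tagged human GSK3beta kinase, cell-free · Incubation – 60 min enzyme reaction, room temperature · Signal – ADP-Glo luminescence · Also added – peptide substrate and ATP at 25 µM · Controls – DMSO neutral wells and GW8510 at 20 µM as positive · Buffer or medium – Tris/MgCl2 kinase buffer · Measure – Luminescence-derived activity versus plate DMSO and GW8510 wells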
KLF5 inh – suppresses KLF5 promoter-driven expression; DLD-1 KLF5 promoter-luciferase reporter, luminescence; inhibition, % at 5 µM; 290,000 compounds, 0.23% hits;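 active = inhibition above a per-plate limit of that plate's mean compound inhibition plus 3 SD, cut at about 60% in these data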;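 also: 0% = DMSO wells and 100% = LY294002 at 200 µM; higher means less KLF5 promoter-driven luciferase light; inactives centre near -14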
The depositor's hits bear a star; i = inactive; . = no result given. An excerpt, so the mix of outcomes need not match the whole.

SMILES	HSF1 activator	AI-2 QS modul	HSP90 refold inh	aSyn UTR inh	GSK3 alpha inh	IEC-6 tox	PolyA inh	HSF1 inh	GSK3beta inhib	KLF5 inh
CC(=O)CSc1nnc(Cc2ccc([N+](=O)[O-])cc2)o1	21	4	0	1	-2	3	i	4	-2	-5
CCN(C(=O)COc1ncnc2sccc12)c1ccccc1	12	1	4	-32	0	-6	.	-5	1	-8
Cc1nnc(SCC(=O)N2CCN(S(=O)(=O)c3ccc(Cl)cc3)CC2)[nH]c1=O	0	0	0	4	0	-6	i	-11	-2	-26
O=[N+]([O-])c1ccc(N2CCN(c3ccccc3Cl)CC2)cn1	12	-15	3	20	3	7	i	-2	-1	-21
O=S(=O)(c1ccccc1)c1ccc(NCc2ccco2)cc1	-12	-94*	-2	21	-2	2	i	-1	-3	-1
O=C(c1ccco1)N1CCN(Cc2ccc(F)cc2Cl)CC1	-1	-3	-4	-158	4	8	i	1	-1	-43
O=C(O)c1ccc(N2CCCCC2)cc1O	-7	26	1	-16	-4	0	i	-11	-1	-55
CC[C@H](C)[C@@H]1NC(=O)c2cc([N+](=O)[O-])cc(I)c2SC[C@@H](C(N)=O)NC(=O)[C@H](CCCCN)NC1=O	.	.	0	.	4	6	.	.	.	-16
Cc1ccc2c(c1)c(=O)c(Br)c(C)n2Cc1ccccc1	16	15	-3	28	-1	5	i	15	1	5
CC1(C)CC(CCNC(=O)c2ccc(-n3cnnn3)cc2)CC(C)(C)N1	-27	16	1	-16	-3	-1	i	-4	2	-1
CCOC(=O)C1CCCN(C(=O)CNS(=O)(=O)c2ccc(Br)s2)C1 (stereo unspecified)	16	29	-3	9	-4	-1	i	9	0	2
O=C(NCc1ccco1)c1ccc(CS(=O)Cc2cccc(Cl)c2)o1 (stereo unspecified)	6	16	-1	24	0	0	i	0	0	-42
COc1cccc(C(=O)NCC(=O)N2CCC(C)CC2)c1	6	15	7	-115	6	5	i	5	-1	-40
Cc1ccc(NC(=O)Cc2ncc(C(F)(F)F)cc2Cl)cc1Cl	7	-52	-1	11	-5	4	i	-9	0	-34
O=C(c1cc2ccc([N+](=O)[O-])cc2oc1=O)N1CCOCC1	-5	13	-1	32	0	-3	i	2	-2	-17
N/C(=N\OC(=O)c1ccc(Cl)cc1[N+](=O)[O-])c1ccccn1	-2	-54	9	-165	-1	7	i	1	-5	-111
CC(C)c1[nH]nc2c1C1(CCN(Cc3ccccc3)CC1)C(C#N)=C(N)O2	27	13	6	8	1	3	i	13	-3	-45
O=S(=O)(NCC1CCCO1)c1ccc(S(=O)(=O)N(Cc2ccc(F)cc2)Cc2ccco2)cc1 (stereo unspecified)	8	28	-1	9	1	-7	i	4	4	-19
O=C(O)c1cc(Sc2ccc(Br)cc2)nc2ccccc12	16	-8	4	-2	.	1	i	29	2	-11
Cc1cc(C(=O)CSc2nc(N)cc(=O)[nH]2)c(C)n1CCc1ccc(F)cc1	3	9	1	20	-1	-2	i	-1	0	-32
Cc1ccc(S(=O)(=O)N2CC(O)CC2C(=O)OCc2nc3sc(C)c(C)c3c(=O)[nH]2)cc1 (stereo unspecified)	-34	23	1	2	0	7	i	-20	3	-18
O=C(CN(C(=O)CCC(=O)Nc1nccs1)c1ccc(F)cc1)NCc1ccc(F)cc1	-4	11	2	-10	-2	1	i	0	0	-11
O=S1(=O)NC2CCCCCN2c2ccc(F)cc21 (stereo unspecified)	7	-7	1	-5	2	0	i	1	-3	20
CCN(CC)C(=O)C1CCN(S(=O)(=O)c2c(C)noc2/C=C/c2cccc(C)c2)CC1	-45	15	-1	7	1	2	i	-34	3	-13
O=C(COC(=O)c1cccc(C(=O)OCC(=O)NC2CCCCC2)n1)NC1CCCCC1	-10	17	1	5	-12	-7	i	-7	1	-15
CN1CCCN(C(=O)c2c(F)cccc2Cl)CC1	-10	38	-4	-5	-3	-5	i	0	2	-26
Oc1ccc(Br)cc1-c1cc(-c2ccccc2)n[nH]1	4	18	-1	25	2	-5	i	-2	-6	24
Cc1nc2ccc(NC(=O)CCS(=O)(=O)c3ccccc3)cc2s1	31	11	-1	-30	-1	-2	i	14	1	-41
CCCCn1c(N)c(N(CCOC)C(=O)C2CCN(S(=O)(=O)c3ccccc3)CC2)c(=O)[nH]c1=O	-20	5	.	2	0	.	i	-3	0	.
COC(=O)c1ccc(C2Nc3ccc(/C(C)=N/NC(=O)C(OC)c4ccccc4)cc3C3C=CCC32)cc1 (stereo unspecified)	-18	2	2	-13	-2	-3	i	1	-3	-4
CN=C1S/C(=C\c2c(OC)cc(OC)cc2OC)C(=O)N1C	3	14	-2	12	0	2	i	0	-2	-22
COC(=O)CCCCC1SCC2NC(=O)NC21 (stereo unspecified)	7	29	3	8	2	5	i	7	-8	14
O=C(NCCNC(=O)c1cc(Cl)ccc1Cl)c1ccccn1	-3	20	-3	-16	0	0	i	-6	2	-1
COc1ccc(CCC(=O)Nc2c(C)n(C)n(-c3ccccc3)c2=O)cc1	-10	1	1	32	-1	2	i	0	1	-14
Cn1c(Cn2c(=O)sc3ccccc32)nnc1SCC(=O)NC1CCCCC1	20	13	-2	-8	-2	-5	i	4	1	-16
COc1ccc(-c2cc(C(F)(F)F)nc(SCCC(=O)N3CCCC3)n2)cc1	7	17	6	30	0	-1	i	0	2	-9

In the list so far, these contain an NH in an aromatic ring:
SMILES	HSF1 activator	AI-2 QS modul	HSP90 refold inh	aSyn UTR inh	GSK3 alpha inh	IEC-6 tox	PolyA inh	HSF1 inh	GSK3beta inhib	KLF5 inh
Cc1nnc(SCC(=O)N2CCN(S(=O)(=O)c3ccc(Cl)cc3)CC2)[nH]c1=O	0	0	0	4	0	-6	i	-11	-2	-26
CC(C)c1[nH]nc2c1C1(CCN(Cc3ccccc3)CC1)C(C#N)=C(N)O2	27	13	6	8	1	3	i	13	-3	-45
Cc1cc(C(=O)CSc2nc(N)cc(=O)[nH]2)c(C)n1CCc1ccc(F)cc1	3	9	1	20	-1	-2	i	-1	0	-32
Cc1ccc(S(=O)(=O)N2CC(O)CC2C(=O)OCc2nc3sc(C)c(C)c3c(=O)[nH]2)cc1 (stereo unspecified)	-34	23	1	2	0	7	i	-20	3	-18
Oc1ccc(Br)cc1-c1cc(-c2ccccc2)n[nH]1	4	18	-1	25	2	-5	i	-2	-6	24
CCCCn1c(N)c(N(CCOC)C(=O)C2CCN(S(=O)(=O)c3ccccc3)CC2)c(=O)[nH]c1=O	-20	5	.	2	0	.	i	-3	0	.

Continued:
SMILES	HSF1 activator	AI-2 QS modul	HSP90 refold inh	aSyn UTR inh	GSK3 alpha inh	IEC-6 tox	PolyA inh	HSF1 inh	GSK3beta inhib	KLF5 inh
O=C(Cn1c(NCCCO)nc2ccccc21)c1ccc(F)cc1	18	.	-3	8	-3	-5	i	-1	.	-19
Cc1ccc(S(=O)(=O)NCCCNC(=O)N2CCOCC2)cc1	3	14	1	6	.	3	i	-3	1	-33
CCOC(=O)N1CCN(C(=O)c2ccc3c(=O)n(Cc4ccc(Cl)cc4)c(=S)[nH]c3c2)CC1	6	9	2	21	.	-6	i	18	2	1
COc1cccc(-n2c(N)cc(=O)nc2SCC(=O)Nc2cc(C)on2)c1	9	-5	0	9	-2	2	i	4	4	-24
Cc1ccnc(NC(=O)CCC(=O)N(CC(=O)NCc2ccccc2)c2ccc3c(c2)OCO3)c1	-2	14	-3	-8	19	2	.	1	-1	-8
O=C(NNc1c([N+](=O)[O-])cc(C(F)(F)F)cc1[N+](=O)[O-])c1ccco1	-6	4	-4	18	0	1	i	-6	-5	-21
COc1cccc(COC(=O)c2sc3nc4n(c(=O)c3c2C)CCC4)c1OC	10	-3	.	3	0	.	i	-1	0	.
CCCc1nc2ccccc2c(=O)n1NC(=O)c1c(O)c2ccccc2n(C)c1=O	18	24	0	-2	-2	-6	i	11	-1	-24
O=C(CCl)N=c1sccn1Cc1ccc(Cl)cc1Cl	-98	22	0	-6	-2	99*	i	-98*	-5	-23
COc1ccc(S(=O)(=O)N2CCC(C(=O)N3CCN(C)CC3)CC2)cc1OC	0	23	0	-1	-3	1	i	13	1	-15
C/C(=N/OC(=O)c1c(-c2c(Cl)cccc2Cl)noc1C)c1cnccn1	-1	.	2	9	-3	13	i	1	.	-6
CN1C(=O)NC(c2ccccc2)C2=C1CN(Cc1ccco1)C2=O (stereo unspecified)	2	23	-2	-14	8	0	i	2	0	-8
CC1CN=C(NC(=O)c2cccc([N+](=O)[O-])c2)S1 (stereo unspecified)	20	33	11	-51	-1	-6	i	22	0	-108
O=S1(=O)C=C(Oc2ccc3ccccc3c2)c2ccccc21	4	-83*	1	-31	-5	12	i	2	3	-18

Profiles, quoted from the list. Order of values: HSF1 activator, AI-2 QS modul, HSP90 refold inh, aSyn UTR inh, GSK3 alpha inh, IEC-6 tox, PolyA inh, HSF1 inh, GSK3beta inhib, KLF5 inh
Profile of CC[C@H](C)[C@@H]1NC(=O)c2cc([N+](=O)[O-])cc(I)c2SC[C@@H](C(N)=O)NC(=O)[C@H](CCCCN)NC1=O = ., ., 0, ., 4, 6, ., ., ., -16
Profile of Cc1ccnc(NC(=O)CCC(=O)N(CC(=O)NCc2ccccc2)c2ccc3c(c2)OCO3)c1 = -2, 14, -3, -8, 19, 2, ., 1, -1, -8
Profile of O=C(NCc1ccco1)c1ccc(CS(=O)Cc2cccc(Cl)c2)o1 (stereo unspecified) = 6, 16, -1, 24, 0, 0, i, 0, 0, -42

From PubChem
